Screens: PubChem, several laboratories
TRPC4 block: inhibitors of mouse TRPC4 channel. AID 2247. Q9QUQ5. B-score at 10 µM. 300,000 tested, 0.39% active. HEK293 TRPC4beta/mu-opioid, DAMGO-evoked Fluo4 calcium flux; active compounds read low;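 active = B-score over 3 SD under the library average, no early fluorescence shift, positive overall ratio signal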
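System: stable TRPC4beta/mu-opioid receptor HEK293 cells; Dosing: single-point compound dosing; Measured by: Fluo4 Ca2+ flux fluorescence; Read-out basis: per-well B score of integrated baseline-normalized Fluo4 ratio.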
TRPC4 PAM: allosterically enhances the mouse TRPC4 cation channel | Q9QUQ5 | HEK293 TRPC4beta/mu-opioid, DAMGO EC20, Fluo-4 Ca2+ flux; active compounds read high | B-score at 10 µM | 310,000 tested, 0.42% active | AID 2227;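 active = B-score of calcium response area above 5 SD of library B-scores, with initial fluorescence ratio within 5 SD of library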;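 note: B-score of integrated fluorescence ratio over time as area under calcium response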
SKKanGAS inh: SKKanGAS growth inhibition | inhibition, % at 7.5 µM | S. pyogenes SKKanGAS, kanamycin growth, BacTiter-Glo, 6 h | 300,000 tested, 1.3% active;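 active = mean replicate score, as percent of positive control median, at least 50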;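 note: strain carries kanamycin resistance gene driven by streptokinase promoter and grows in 40 µg/ml kanamycin; loss of luminescence reflects streptokinase promoter inhibition or plain growth inhibition; 0% = median of DMSO wells and 100% = positive control at its reference dose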
MrgX1 allo act: human MrgX1 positive allosteric modulation, primary screen; B-score at 10 µM; MrgX1-HEK293, Fluo-4 calcium flux, FDSS; active compounds read high; 310,000 tested, 0.63% active; Q96LB2;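 active = plate-corrected calcium response at least 3 library SD above typical, normal starting fluorescence, not activating the receptor alone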;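 note: compound read alongside a low EC10 to EC30 dose of BAM8-22 agonist; peak minus trough fluorescence over baseline measured at the second addition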
ANO1 activ: activators or potentiators of mouse TMEM16A chloride channel | Q8BHY3 | HEK293 TMEM16A/YFP-H148Q/I152L, iodide quench fluorescence; active compounds read low | B-score at 10 µM | 340,000 tested, 0.3% active | AID 623877;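 active = fluorescence-ratio B-score plate-corrected deviation score at least 3 library SD below zero, with starting fluorescence score within 5 deviations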;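 note: channel opened by trigger with iodide after compound preincubation; score built on the fluorescence ratio of max minus min over baseline; more negative score means more quench and so TMEM16A activation or potentiation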
Target sequence (Q8BHY3 whole entry, looked up): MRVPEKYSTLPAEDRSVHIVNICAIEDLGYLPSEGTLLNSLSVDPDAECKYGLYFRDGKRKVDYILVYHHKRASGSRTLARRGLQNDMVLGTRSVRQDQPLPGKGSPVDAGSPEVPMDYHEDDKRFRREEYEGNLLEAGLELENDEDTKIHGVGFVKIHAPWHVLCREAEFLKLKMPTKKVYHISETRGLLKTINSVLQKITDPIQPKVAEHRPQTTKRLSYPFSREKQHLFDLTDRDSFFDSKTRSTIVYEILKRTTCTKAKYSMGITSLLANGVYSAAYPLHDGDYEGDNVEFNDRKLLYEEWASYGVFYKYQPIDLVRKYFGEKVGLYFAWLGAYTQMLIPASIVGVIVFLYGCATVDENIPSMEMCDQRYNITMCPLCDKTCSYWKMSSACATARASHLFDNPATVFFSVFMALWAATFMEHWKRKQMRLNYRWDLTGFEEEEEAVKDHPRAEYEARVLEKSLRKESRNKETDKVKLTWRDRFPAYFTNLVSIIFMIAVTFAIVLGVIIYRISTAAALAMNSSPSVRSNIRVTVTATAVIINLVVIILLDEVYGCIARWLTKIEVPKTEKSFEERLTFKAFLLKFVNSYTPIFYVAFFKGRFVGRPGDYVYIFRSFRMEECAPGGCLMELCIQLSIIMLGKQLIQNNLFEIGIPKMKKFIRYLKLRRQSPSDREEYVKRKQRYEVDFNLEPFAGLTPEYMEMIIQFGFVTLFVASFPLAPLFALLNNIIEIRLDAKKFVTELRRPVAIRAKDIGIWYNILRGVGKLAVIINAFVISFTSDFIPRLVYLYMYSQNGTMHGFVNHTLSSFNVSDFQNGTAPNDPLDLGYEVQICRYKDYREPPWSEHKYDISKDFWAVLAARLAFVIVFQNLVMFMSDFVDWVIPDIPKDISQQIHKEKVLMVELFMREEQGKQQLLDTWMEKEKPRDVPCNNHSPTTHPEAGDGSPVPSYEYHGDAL
TRPC6 inh: blocks the mouse TRPC6 cation channel | Q61143 | HEK293-TRPC6, membrane potential dye, ACh-evoked depolarization; active compounds read low | AID 2553 | B-score at 10 µM | 310,000 tested, 1.1% active;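 active = B-score under library mean minus 3 SD, initial fluorescence not abnormally high, positive integrated signal ratio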;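 note: B-score derived from integrated fluorescence ratio over the kinetic read; more negative B-score means stronger inhibition of depolarization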
TRPC4 agonist: activators of mouse TRPC4 channel; 310,000 tested, 0.49% active; HEK293 TRPC4beta/mu-opioid, Fluo4 calcium fluorescence; active compounds read high; B-score at 10 µM;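 active = B-score above 5 SD of library B-scores, and initial fluorescence ratio not above library mean plus 5 SD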;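 note: positive B-score marks a calcium rise read as TRPC4 activation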
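Test system: HEK293 cells stably co-expressing mouse TRPC4beta and mu-opioid receptor | Schedule: Fluo4 dye loading 45 min at room temperature, 110 s recording | Measured by: Kinetic Fluo4 calcium fluorescence, 5 s baseline at 1 Hz | Evaluation: B score of integrated ratio | Controls: Buffer (low) and maximal DAMGO (high)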
MrgX1 antagonist: human MrgX1 receptor antagonism, primary screen; Q96LB2; MRGX1-HEK293 calcium flux, Fluo-4, BAM8-22 antagonism; active compounds read low; B-score at 10 µM; 310,000 tested, 1.3% active;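 active = calcium-response B-score plate-corrected more than 3 library SD below zero, starting fluorescence within 5 deviations, no agonist response on first addition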;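 note: peak minus trough fluorescence over baseline after final BAM8-22 challenge near maximal dose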
TRPC6 activator: activates the mouse TRPC6 cation channel; Q61143; B-score at 10 µM; 310,000 tested, 0.13% active; AID 2550; HEK293-TRPC6 membrane potential dye fluorescence; active compounds read high;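 active = B-score of the integrated fluorescence ratio above library mean plus 3 SD, and starting fluorescence ratio within library mean plus 5 SD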;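 note: higher score means more depolarization so channel activation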
ANO1 block: mouse TMEM16A channel inhibition, primary screen; 310,000 tested, 1.2% active; normalized B-score (activity score, 25-100; higher = stronger inhibition) at 10 µM; Q8BHY3; HEK293 TMEM16A/YFP iodide influx fluorescence, ionomycin;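 active = ratio plate-corrected score three or more library SD toward inhibition, starting fluorescence score within five deviations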;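 note: score derived from kinetic fluorescence span divided by baseline fluorescence per well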
MrgX1 agonist: agonists of human MrgX1 receptor; AID 588627; B-score at 10 µM; 310,000 tested, 0.44% active; MrgX1-HEK293 cells, Fluo-4 calcium fluorescence, agonist mode; active compounds read high; Q96LB2;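 active = calcium response B-score plate-corrected fluorescence ratio at least 3 library SD, with starting fluorescence B-score inside 5 SD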
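Material: MrgX1-expressing HEK293 cells / Dosing: compound as first of three additions / Incubation: overnight seeding, then 1 h dark dye loading / Signal: Fluo-4 NW calcium fluorescence / Evaluation: B-scored fluorescence response ratio / Benchmarks: positive and negative control wells on each plate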
Starred values were filed as active, the others as inactive; i = inactive; . = no result given. Random draw from the library; about 6.7% have a hit in one of these screens.

SMILES | TRPC4 block | TRPC4 PAM | SKKanGAS inh | MrgX1 allo act | ANO1 activ | TRPC6 inh | TRPC4 agonist | MrgX1 antagonist | TRPC6 activator | ANO1 block | MrgX1 agonist
Cc1ccc(C(=O)N2CCN(c3ncccn3)CC2)o1 | i | i | -7.7 | i | i | i | i | i | i | i | i
CCCn1c(=N)c(S(=O)(=O)c2ccccc2)cc2c(=O)n3ccccc3nc21 | i | i | 8.1 | i | i | i | i | i | i | i | i
COC(=O)c1c(NC(=O)C(=O)NCCCN2CCOCC2)sc2c1CCC2 | i | i | 1.3 | i | i | i | i | i | i | i | i
COc1ccc(NC(=O)C2CCN(c3ncnc4c3nc3n4CCCCC3)CC2)c(OC)c1 | i | i | 0.1 | i | i | i | i | i | i | i | i
O=C(COC(=O)CNC(=O)c1ccccc1F)NCCNC(=O)COC(=O)CNC(=O)c1ccccc1F | i | i | 1.0 | i | i | i | i | i | i | i | i
CC(C)CN(C(=O)COC(=O)Cc1c[nH]c2ccccc12)C1CCS(=O)(=O)C1 (stereo unspecified) | i | i | 5.1 | i | i | i | i | i | i | i | i
CC(=O)Nc1ccc(NC(=O)CC2SC(=O)N(CC(=O)c3ccccc3)C2=O)cc1 (stereo unspecified) | i | i | -5.0 | i | i | i | i | i | i | i | i
CCOC(=O)C1(Cc2cccc(OC)c2)CCCN(Cc2nccn2CC)C1 (stereo unspecified) | i | i | 2.9 | i | i | i | i | i | i | i | i
CSc1ccc(C#N)cc1NC(=O)c1cccc(Cl)c1 | i | i | -18.8 | i | i | i | i | i | i | i | i
Cc1ccc(CNC(=O)CCCC(=O)Nc2cc(C)on2)cc1 | i | i | -2.0 | i | i | i | i | i | i | i | i
CCOc1ccc(S(=O)(=O)NCCC(=O)N2CCCC(C)C2)cc1 (stereo unspecified) | i | i | -4.4 | i | i | i | i | i | i | i | i
Cc1ccc2nc(NC(=O)CN3C(=O)C4CC=CCC4C3=O)sc2c1 (stereo unspecified) | i | i | . | i | i | i | i | i | i | i | i
O=C(Nc1ccc2ccccc2c1)c1ccc(Cl)cc1Cl | i | i | 32.4 | i | i | i | i | i | i | i | i
Cc1ccc(Nc2nc(-c3ccc(F)cc3)cs2)nc1 | i | i | -6.1 | i | i | i | i | i | i | i | i
Nc1cc(OC(=O)c2cccs2)nn1S(=O)(=O)c1ccc(F)cc1 | i | i | 6.1 | i | i | i | i | i | i | i | i
CCn1c(-c2ccccc2)c(C(=O)O)c2ccccc21 | i | i | 2.7 | i | i | i | i | i | i | i | i
Cc1ccc(C23CC4CC(CC(C(=O)N(C)C)(C4)C2)C3)cc1 | i | i | 3.6 | i | i | i | i | i | i | i | i
CCOC(=O)N1CCN(C(=O)C2CCN(CC3CCCCC3)CC2)CC1 | i | i | -3.7 | i | i | i | i | i | i | i | i
S=C(NCCCc1ccccc1)Nc1ccc(Br)cc1 | i | i | . | i | i | i | i | i | i | 100* | i
O=C(C1CCC(=O)N(C2CC2)C1)N1CCN(c2ccccc2Cl)CC1 (stereo unspecified) | i | i | 1.2 | i | i | i | i | i | i | i | i
NNC(=O)C1=NOC(CNc2ncc(C(F)(F)F)cc2Cl)C1 (stereo unspecified) | i | i | -0.1 | i | i | i | i | i | i | i | i
C=Cn1cc[n+](CC(=O)c2cc(C(C)(C)C)c(O)c(C(C)(C)C)c2)c1 | i | i | 0.9 | i | i | i | i | i | i | i | i
Clc1ccc(CSc2nnc(-c3cccnc3)o2)cc1 | i | i | -3.9 | i | i | i | i | i | i | i | i
Cc1n(Cc2ccccc2)c2cc([N+](=O)[O-])ccc2[n+]1Cc1ccccc1 | i | i | 4.1 | i | i | i | i | i | i | i | i
Cc1sc2nc(-c3ccco3)oc(=O)c2c1C | i | i | -0.6 | i | i | i | i | i | i | i | i
Cc1cc(O)c(C(=O)/C=C/c2c(F)c(F)c(F)c(F)c2F)c(=O)o1 | i | i | 28.8 | i | i | i | i | i | i | i | i
C/C(=N\NC(=O)COc1ccc(C)cc1[N+](=O)[O-])c1ccc2c(c1)OCCO2 | i | i | 0.1 | i | i | i | i | i | i | i | i
O=C(c1ccc(Cl)c(S(=O)(=O)N2CCOCC2)c1)N1CCCCC1 | i | i | 0.1 | i | i | i | i | i | i | i | i
COCCSc1ccccc1C(=O)N1CCN(c2ccccc2OC)CC1 | i | i | 1.4 | i | i | i | i | i | i | i | i
COc1cc(C(=S)N2CCOCC2)cc(OC)c1OC(=O)c1cccc(C)c1 | i | i | 7.5 | i | i | i | i | i | i | i | i
CCSc1ccc([C@@H]2[C@@H]3C(=O)N(C)C(=O)[C@@H]3[C@]3(C(=O)OC)CCCCN23)cc1 | i | i | 1.3 | i | i | i | i | i | i | i | i
CCOc1ccc(N=C2NC(=O)C(CC(=O)O)S2)cc1 (stereo unspecified) | i | i | 0.4 | i | i | i | i | i | i | i | i
Cc1ccccc1-c1ncc(CN2CCN(C3CCCCC3)C(CCO)C2)cn1 (stereo unspecified) | i | i | -6.3 | i | i | i | i | i | i | i | i
CN(CCc1ccccn1)C(=S)Nc1cccc(S(=O)(=O)N(C)C)c1 | i | i | -3.3 | i | i | i | 101* | i | i | i | i
CC(=O)Nc1ccc(S(=O)(=O)n2nc(C)cc2C)cc1 | i | i | -1.7 | i | i | i | i | i | i | i | i
COc1ccc(OC)c(CN2CCC(C(=O)N3CCN(c4ccccc4F)CC3)CC2)c1 | i | i | -4.6 | i | i | i | i | i | i | i | i
Cc1ccc(NC(=O)Cn2cnc3cc([N+](=O)[O-])ccc3c2=O)c(Cl)c1 | i | i | 2.2 | i | i | i | i | i | i | i | i
O=C(NCc1ccco1)c1cc(-c2ccc3c(c2)OCO3)on1 | i | i | -0.8 | i | i | i | i | i | i | i | i
COc1ccc2cc(Br)ccc2c1CC(=O)N(C)C | i | i | 2.4 | i | i | i | i | i | i | i | i
O=c1c2ccc(Cl)cc2nc(-c2cccc(C(F)(F)F)c2)n1O | i | i | 96.8* | i | i | i | 51* | i | i | i | 46.7*
S=C(NCCc1ccccc1)NCc1cccc(Cl)c1 | i | i | 7.1 | i | i | i | i | i | i | i | i
O=C(N/N=C/c1cccc(OCc2ccccc2)c1)c1cccs1 | i | i | -6.6 | i | i | i | i | i | i | i | i
CCn1cc(S(=O)(=O)Nc2cc(C(=O)OC)ccc2C)cn1 | i | i | 1.1 | i | i | i | i | i | i | i | i
CCO[C@H]1OC(C(=O)N2CCCCCCC2)=C[C@@H](c2ccccc2)[C@@H]1CCCO | i | i | -1.7 | i | i | i | i | i | i | i | i
COc1cc(OC)cc(C(=O)Nc2cccc3nc(C)ccc23)c1 | i | i | -3.5 | i | i | i | i | i | i | i | i
COC(=O)c1ccccc1NC(=O)CN1CCC(NC(=O)c2ccc(C)cc2)CC1 | i | i | 5.3 | i | i | i | i | i | i | i | i
COC(=O)NC(NC(=S)Nc1ccccc1OC)C(Cl)(Cl)Cl (stereo unspecified) | i | i | -14.6 | i | i | i | i | i | i | i | i
O=C(NCCc1ccccc1)c1ccccc1NC(=O)C1CC=CCC1C(=O)O (stereo unspecified) | i | i | 3.6 | i | i | i | i | i | i | i | i
CCN(CC)CCCNC(=O)c1nn(-c2ccccc2OC)c(=O)c2ccccc12 | i | i | 2.2 | i | i | i | i | i | i | i | i
CCCCCCCCC(=O)NNC(=O)c1c(O)c2ccccc2n(CC)c1=O | i | i | 106.4* | i | i | i | i | i | i | i | i
O=C(N/C(=C\c1ccccc1)C(=O)N1CCOCC1)c1cccc(Br)c1 | i | i | -13.6 | i | i | i | i | i | i | i | i
CCN1C(=O)/C(=C/C=C2/SCCN2C)SC1=S | i | i | -1.0 | i | i | i | i | i | i | i | i
Cc1ccc2nc(NC(=O)C3CCCN(S(=O)(=O)c4cnc[nH]4)C3)sc2c1 (stereo unspecified) | i | i | 3.1 | i | i | i | i | i | i | i | i
Cc1ccc(C)c(NC(NC(=O)c2cccnc2)C(Cl)(Cl)Cl)c1 (stereo unspecified) | i | i | -11.1 | i | i | i | i | i | i | i | i
COc1ccc(NS(=O)(=O)c2cc(S(C)(=O)=O)ccc2C)cc1 | i | i | 0.2 | i | i | i | i | i | i | i | i
Cc1cc(N2CCOCC2)nc2ccc(NC(=O)CCC(=O)N3CCCC(C)C3)cc12 (stereo unspecified) | i | i | 7.7 | i | i | -6.01* | i | i | i | i | i
CCn1c(SC)nnc1-c1sc2cc(Cl)ccc2c1Cl | i | i | 2.6 | i | i | i | i | i | i | i | i
CC1CCCN(C(=O)NC(=O)c2ccc(Cl)cc2)C1 (stereo unspecified) | i | i | -3.4 | i | i | i | i | i | i | i | i
CCCC(=O)Nc1ccc(C(=O)Nc2cccc(OC)c2)cc1 | i | i | -7.6 | i | i | i | i | i | i | i | i
COc1ccc(C2=NN(C(=O)CSc3ncccn3)C(c3cccc(OC)c3OC)C2)cc1 (stereo unspecified) | i | i | 3.4 | i | i | i | i | i | i | i | i

Remaining list, next part:
SMILES | TRPC4 block | TRPC4 PAM | SKKanGAS inh | MrgX1 allo act | ANO1 activ | TRPC6 inh | TRPC4 agonist | MrgX1 antagonist | TRPC6 activator | ANO1 block | MrgX1 agonist
CC(C)(C)c1ccc2c(c1)OCC(C(=O)O)O2 (stereo unspecified) | i | i | -11.3 | i | i | i | i | i | i | i | i
Cc1nc(C(=O)NC2CCOCC2)sc1C1(C)CC(c2cccc([N+](=O)[O-])c2)=NO1 (stereo unspecified) | i | i | 3.0 | i | i | i | i | i | i | i | i
Nc1nnnn1CC(=O)N/N=C/c1cccs1 | i | i | -1.0 | i | i | i | i | i | i | i | i
COc1ccc(NC(=O)CCN2CCN(S(=O)(=O)c3ccc(C(C)C)cc3)CC2)cc1 | i | i | -4.0 | i | i | i | i | i | i | i | i
COc1ccccc1Nc1nc(-c2sc(NC(=O)c3ccccc3)nc2C)cs1 | i | i | 13.5 | i | i | i | i | i | i | i | i
CN(Cc1cnn(C)c1)C(=O)c1cc2ccccc2oc1=O | i | i | -3.9 | i | i | i | i | i | i | i | i
